Assay outcomes: PubChem BioAssay, National Center for Advancing Translational Sciences (NCATS)
S3 lipid droplet: qHTS Assay for Lipid Storage Modulators in Drosophila S3 Cells. AID 2685. lipid storage change, negative = inhibition, % at the top dose, mostly 46.1 µM; hits show Potency in µM. Drosophila S3 cells, BODIPY lipid droplet fluorescence, 18-24 h; cells fed with added oleic acid. hit rate 0.64% among 320,000; active means well fitted inhibition curve with a large enough effect in the signal ratio, with a control signal flat, not every such curve was filed as active; inconclusive means small, poorly fitted or top-dose-only effect, or effect the other way, or a change in a side signal; the % refers to the signal ratio
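Drosophila S3 cells loaded with oleic acid (400 uM, as added) and compounds at several concentrations; lipid droplets imaged by 488-nm laser-scanning cytometry, 500–530 nm intensity and object ratio to cell channel. Percent activity normalized to 20 uM Triacsin C.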
S3 lipid droplet cell count max: second read-out of S3 lipid droplet, no call of its own (marks repeat the call); cell number change, %; measured here: cell count max response;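 cells counted by Cell Tracker Red CMTPX staining in the red channel; peak over a dose series mostly up to 46.1 µM; percent activity relative to internal control wells on each plate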
Active calls of the source: *; i = inactive; ? = inconclusive; nt = no result given; & = joins results of further samples; [ ] = another dose, or the depositor's remark. On the % scale 0 is the no-effect control and ±100 the full control effect; potency means the concentration at half of the fitted maximal effect. Only part of the results is shown (hit frequency here may not be typical).

SMILES | S3 lipid droplet | S3 lipid droplet cell count max
CN(CC(=O)Nc1ccc(Cl)cc1)C1CCCCC1 | i | -19
CCCS(=O)(=O)c1c(S(=O)(=O)CCC)c2cc(-c3ccncc3)ccn2c1C(=O)OC | -2% | 1
O=C(N/N=C/c1cccnc1)C(=O)N1CCCCCC1 | -11% | 10
COC(=O)c1cc(OC)c(OC)cc1NC(=S)N1CCN(c2ccccn2)CC1 | 5% | -13
CC(C)Oc1ccccc1C1(c2ccccc2)NC(=O)NC1=O (stereo not given) | ? | nt
O=c1[nH]ncc2c3ccccc3n(Cc3ccc(F)cc3)c12 | 3% | 7
CCOc1ccc(-c2cn(S(=O)(=O)c3cccc4nsnc34)nc2N)cc1 | 11% | -2
O=C(O)C1(c2ccccc2)CCN(S(=O)(=O)c2ccccc2)CC1 | ? | nt
O=C(C1CCCO1)N1CCN(C(=S)Nc2ccccc2)CC1 (stereo not given) | ? | nt
COc1ccc(C(CNC(=O)c2cccc(S(=O)(=O)N(C)c3ccccc3)c2)N2CCCC2)cc1 (stereo not given) | ? | nt
Cc1nc2ccc(NC(=O)c3cc(S(=O)(=O)N(C)c4ccccc4)ccc3Cl)cc2s1 | ? | nt
CC(C)c1ccc(NC(=S)NNc2ccc(Cl)c(C(=O)O)c2)cc1 | ? | nt
OCCNc1nc(N2CCCC2)nc(N2CCCC2)n1 | 12% | 16
c1ccc(-n2ncc3c(N4CCN(c5ccccn5)CC4)nc(N4CCCCCC4)nc32)cc1 | 23% | -6
CC(C)C(=O)Nc1nnc(-c2ccccc2)o1 | ? | nt
O=C(Nc1cccnc1Cl)c1cc(-c2ccc(F)cc2)on1 | ? | nt
O=c1c(NCCc2ccccc2)c(-c2ccccc2)c1=O | -13% | nt
COc1ccc([C@H]2CC(=O)C=C(c3cc(OC)ccc3OC)C2)cc1 | ? | nt
Cc1occc1-c1nnc(SCC(=O)NCc2cccs2)n1-c1ccc(F)cc1 | -10% | -21
COc1ccc(-c2cc(C)nc3c(-c4ccccc4)cnn23)cc1 | ? | nt
COc1ccccc1NC(=O)c1ccc(COc2ccccc2Br)o1 | ? | nt
COc1cc(C(=O)NC(C)CCn2cccn2)ccc1OC1CCN(C(C)=O)CC1 (stereo not given) | ? | nt
CC(=O)c1ccc(OCc2cc(C(=O)N(C)Cc3ccon3)no2)cc1 | ? | nt
CCc1nc(SCC(=O)c2ccccc2)c2ccccc2n1 | -9% | 15
CCOC(=O)c1sc(NCc2ccco2)c(-c2nc3ccccc3s2)c1N | ? | nt

Three of the entries above in order of the S3 lipid droplet cell count max value, lowest first.
SMILES,S3 lipid droplet cell count max
O=c1[nH]ncc2c3ccccc3n(Cc3ccc(F)cc3)c12,7
CCc1nc(SCC(=O)c2ccccc2)c2ccccc2n1,15
OCCNc1nc(N2CCCC2)nc(N2CCCC2)n1,16

Profiles from above. Order of values: S3 lipid droplet | S3 lipid droplet cell count max
CCCS(=O)(=O)c1c(S(=O)(=O)CCC)c2cc(-c3ccncc3)ccn2c1C(=O)OC is entered as -2% | 1
O=C(O)C1(c2ccccc2)CCN(S(=O)(=O)c2ccccc2)CC1 is entered as ? | nt
CC(=O)c1ccc(OCc2cc(C(=O)N(C)Cc3ccon3)no2)cc1 is entered as ? | nt
COc1ccccc1NC(=O)c1ccc(COc2ccccc2Br)o1 is entered as ? | nt

Look-ups from above:
Entry for `OCCNc1nc(N2CCCC2)nc(N2CCCC2)n1` in S3 lipid droplet cell count max: 16
Entry for `O=C(N/N=C/c1cccnc1)C(=O)N1CCCCCC1` in S3 lipid droplet cell count max: 10

Next compounds
SMILES | S3 lipid droplet | S3 lipid droplet cell count max
COC(=O)c1ccccc1NC(=O)Nc1ccc(C(=O)N2CCCC2)cc1 | 3% | 5
CCCCOc1cc(C(=O)NCCN(CC)CC)c2ccccc2n1 | -7%&9% | -9&6
Cc1cc(-c2cccc([N+](=O)[O-])c2)nc2ccccc12 | 8% | 0
CC1CC(C)CN(C(=O)COC(=O)c2ccc3c(c2)C(=O)N(Cc2ccco2)C3=O)C1 (stereo not given) | ? | nt
COCC(C)n1c(C)cc(C(=O)CN2C(=O)NC3(CCCCC3C)C2=O)c1C (stereo not given) | ? | nt
CCc1ccc(NC(=O)CCc2nc3cccnc3n2Cc2ccc(OC)cc2)cc1 | ? | nt
Cc1ccc(OCc2nc(-c3ccccn3)n[nH]2)cc1 | ? | nt
COC/C=C/C1=CC2=CC(=O)C(C)(OC(=O)CCC(=O)OC)C(=O)C2=CO1 (stereo not given) | -5% | -3
COc1ccc(CCNC(=O)CSc2ccc(-c3cccs3)nn2)cc1OC | ? | nt
CCOC(=O)C(=O)Nc1ccc(S(=O)(=O)Nc2nccs2)cc1 | ? | nt
CCCN1CCN(C(=S)Nc2ccc(S(N)(=O)=O)cc2)CC1 | ? | nt
O=C(NCC1CCCN1S(=O)(=O)c1cccs1)C(=O)Nc1ccc(F)cc1F (stereo not given) | ? | nt
Cc1ccc(S(=O)(=O)NNC(=O)c2sc3nc(C)cc(C)c3c2-n2cccc2)cc1 | ? | nt
Cc1cc(C)c(-c2csc(NC(=O)C3=COCCO3)n2)cc1C | ? | nt
Cc1ccc(NC(=O)COC(=O)c2cccnc2)c(C)c1 | -14% | 23
COc1ccc(N(CC(=O)NCc2ccc(F)cc2)S(=O)(=O)c2c(C)n[nH]c2C)cc1 | i | 13
Oc1ccc(-c2nccc(-c3cccs3)n2)cc1 | -21% | -6
CCCCOC(=O)c1ccc(NC(=O)CSc2nncn2C)cc1 | ? | nt
COc1cccc2c1Oc1cc([N+](=O)[O-])cc(N(C)C(C)=O)c1C=C2 | ? | nt
COc1ccc(C(=O)c2c[nH]c(C(=O)NCCCn3ccnc3)c2)cc1 | -5% | -10
O=C(Nc1ccccc1C(=O)O)c1cc(S(=O)(=O)N2CCCCC2)c(Cl)cc1Cl | ? | nt
O=c1[nH]c2ccc(NC(=S)Nc3ccccc3)cc2[nH]1 | -4% | 0
Cc1ccc(-c2cc(N)n(-c3ccccc3)n2)cc1 | -22% | 6
CC1=C(C#N)C(c2ccoc2)C(C(=O)OCc2ccccc2)=C(N)S1 (stereo not given) | i | nt
CCOC(=O)c1sc(=S)n(CC)c1NC(=O)CC | ? | nt

Taken from the listing for reference:
SMILES | S3 lipid droplet | S3 lipid droplet cell count max
Cc1ccc(NC(=O)COC(=O)c2cccnc2)c(C)c1 | -14% | 23
COc1ccc(N(CC(=O)NCc2ccc(F)cc2)S(=O)(=O)c2c(C)n[nH]c2C)cc1 | i | 13
Oc1ccc(-c2nccc(-c3cccs3)n2)cc1 | -21% | -6
CCCCOC(=O)c1ccc(NC(=O)CSc2nncn2C)cc1 | ? | nt
COc1cccc2c1Oc1cc([N+](=O)[O-])cc(N(C)C(C)=O)c1C=C2 | ? | nt
COc1ccc(C(=O)c2c[nH]c(C(=O)NCCCn3ccnc3)c2)cc1 | -5% | -10

(further entries)
SMILES | S3 lipid droplet | S3 lipid droplet cell count max
CC(C)(C)OC(=O)NCCCC[C@H](NC(=O)c1[nH]cnc1C(=O)N[C@@H](Cc1ccccc1)C(=O)OC(C)(C)C)C(=O)OC(C)(C)C | 12% | -4
O=C(COC(=O)CCc1nc2ccccc2c(=O)[nH]1)NC(=O)NC1CCCC1 | ? | nt
CCCc1ccc(OCc2ccc(C(=O)NCc3cccnc3)o2)c(OC)c1 | -3% | 8
O=C(NC(=S)NCCc1ccccc1)c1ccccc1F | ? | nt
CCNC(=O)N1CCC(c2nc3ccccc3s2)CC1 | 12% | nt
O=C(O)/C=C/C(=O)Nc1ccc(Cl)c(C(=O)O)c1 | 13% | 0
CN(c1ccc(C(=O)N2CCCCC2)cc1)S(=O)(=O)c1cccs1 | 14% | 17
CCOC(=O)CNC(=O)Cn1cnc2c(nnn2-c2ccc(F)cc2)c1=O | 7% | 7
COc1cccc(C(=O)NC(C)C(c2cccs2)N2CCOCC2)c1 (stereo not given) | ? | nt
Cc1cc(C)nc(SCC(=O)NC2CCCCC2C)n1 (stereo not given) | -10%[0.0737 µM] | 9
CN(C(=O)c1ccc(S(=O)(=O)N(C)C)cc1)c1ccc2ccccc2c1 | i | 21
CSc1nnc2c3cc(F)ccc3n(Cc3ccccc3)c2n1 | i | 7
CCOc1cc(-c2n[nH]c(=S)n2Cc2ccccc2)ccc1OC(F)F | ? | nt
COc1ccccc1NC(=O)N1CCN(c2ccccn2)CC1 | ? | nt
O=C(O)C1CCCN(S(=O)(=O)c2ccccc2)C1 (stereo not given) | -2% | -15
Cc1cc(C(=O)OCC(=O)N2CC(C)OC(C)C2)c2ccccc2n1 (stereo not given) | ? | nt
O=C(Nc1ccc(S(=O)(=O)N2CCCC2)cc1)c1cc(F)c(F)cc1Cl | ? | nt
CCOC(=O)c1csc(NC(=O)c2ccc3c(c2)OCCO3)n1 | i | -24
O=C1CN(C(=O)COC(=O)c2cccnc2Cl)c2ccccc2N1 | ? | nt
CCOC(=O)c1c(NC(=O)CNCCO)sc(C)c1C | ? | nt
Cc1cccc(NC(=O)NCC(F)(F)F)n1 | ? | nt
O=C1c2ccccc2C(=O)N1c1nc2nccc(-c3ccccc3)n2n1 | ? | nt
COCCN(C(=O)c1ccco1)c1nnc(-c2ccc(OC)cc2)s1 | -22% | 0
CN(C)N1C(N)=C(C#N)C(c2ccccc2)C2=C1CCCC2=O (stereo not given) | 0% | 16
Cc1ccn(CC(C)C(=O)O)n1 (stereo not given) | 1% | 4
Additional entries:
SMILES | S3 lipid droplet | S3 lipid droplet cell count max
CCOC(=O)C1CCCN(C(=O)c2cc3nc(-c4ccc5c(c4)OCO5)cc(C(F)(F)F)n3n2)C1 (stereo not given) | -10% | -2
O=C(Nc1ccccc1C(=O)NC(Cc1c[nH]c2ccccc12)C(=O)O)c1ccccc1 (stereo not given) | 5% | 14
CC(C)(C)c1ccc(-c2nc3n(c(=O)c2C#N)CCS3)cc1 | ? | nt
Clc1cccc(NC2=NCCC2)c1 | 26µM* | -7.8*
NC(=O)NCc1ccccc1 | -5% | 13
O=C(Cc1ccccc1)Nc1ccc2oc(-c3cccnc3)nc2c1 | ? | nt
Cc1c(Cl)cccc1NC(=S)N1CCC(N(C)CC2CCCO2)CC1 (stereo not given) | 5% | 8
CC1CCCCC1NC(=O)CN(C)S(=O)(=O)c1cccc2nsnc12 (stereo not given) | i | nt
Cc1nn(-c2ccccc2)c(C)c1/C=N/NC(=O)c1cc(C2CC2)[nH]n1 | i | nt
O=C(Cc1ccccc1C(=O)O)Nc1cccc2ccccc12 | i | 3
COc1ccc(CC(=O)N2CCN(c3cccc(Cl)c3)CC2)cc1OC | i | 0
Cc1ccc(OCCNC(=O)c2cncc(Br)c2)cc1C | ? | nt
O=C1c2ccccc2C(O)N1c1ccc(Cl)cc1 (stereo not given) | ? | nt
Cc1ccccc1OCCOc1ccc([N+](=O)[O-])cc1/C=N/n1cnnc1 | -7% | 2
CC(=O)N1CCc2cc(S(=O)(=O)NCc3ccc(C)cc3)ccc21 | 17% | -14
COc1ccc2cc(C(=O)C3CCCN(C(=O)c4cc5nc(C)cc(C)n5n4)C3)ccc2c1 (stereo not given) | 3% | 3
Cc1c(NS(=O)(=O)c2ccc3c(c2)OCCO3)cccc1-c1nc2cccnc2s1 | ? | nt
Cn1c(=O)c(-c2cc(Br)ccc2N)nc2ccccc21 | -9% | 4
Cc1ccc(OCC(=O)N(Cc2ccco2)c2c(N)n(Cc3ccccc3)c(=O)[nH]c2=O)cc1C | ? | nt
O=C(NCCc1cn2ccccc2n1)c1ccccc1F | 23% | -19
COc1ccc(CCN2CC(C(=O)NCCN3CCNC3=O)CCC2=O)cc1 (stereo not given) | i | -5
CC(=O)C1C(c2ccc([N+](=O)[O-])cc2)C2C(C)=NN=C2CC1(C)O (stereo not given) | -14% | -5
Cc1cnc(C(=O)OCC(=O)N2CCN(C(=O)c3ccco3)CC2)cn1 | ? | nt
Cn1c(=O)c2cn3ncccc3c2n(C)c1=O | ? | nt
Cc1sc2nc(CSc3nc4ccccc4c(=O)n3CCCN3CCOCC3)[nH]c(=O)c2c1C | i | -7
More compounds follow.
SMILES | S3 lipid droplet | S3 lipid droplet cell count max
O=C(Cn1nnc(-c2ccccc2)n1)OCc1ccccc1 | ? | nt
CCOc1ccc(C(=O)Nc2cccc3cccnc23)cc1 | i | 20
COc1cccc(CNC(=O)CNS(=O)(=O)c2ccc(Br)s2)c1 | ? | nt
CC(C)CNC(=O)NC(=O)COC(=O)C1CSC2(c3ccc(F)cc3)CCC(=O)N12 (stereo not given) | -9% | 6
Cc1cccc(OCCC(=O)Nc2nnc(C)s2)c1 | ? | nt
COc1ccc(CCNC2CC(=O)N(C)C2=O)cc1OC (stereo not given) | i | nt
COCCNCCCOc1ccc(C(C)(C)c2ccccc2)cc1 | 14% | -1
NCCSc1c(-c2ccc(F)cc2)[nH]c2ccccc12 | 12% | -14
Cc1cccc(OCCCC(=O)Nc2nccs2)c1C | 7% | 1
COc1cc(C(CCN2CCOCC2)c2c(OC)cc(OC)c3c(C)cc(=O)oc23)cc(OC)c1OC (stereo not given) | 16% | 10
Cc1ccc(CNC(=O)CSc2nnc3c(n2)[nH]c2ccc(F)cc23)cc1 | ? | nt
Cc1ccc(C(=O)CSc2nc(N)cc(=O)[nH]2)cc1 | 13% | nt
COc1ccccc1/C=C(\NC(=O)c1ccc(OC)c(OC)c1)C(=O)Nc1ccc([N+](=O)[O-])cc1 | 20% | 3
COc1ccc(NC(=O)c2cc3ccccc3o2)cc1 | ? | nt
CC(C)(C)NC(=O)C(c1ccccn1)N(C(=O)C1CSC(=O)C1)c1cccc(F)c1 (stereo not given) | 2% | 10
O=C1C2C3C=CC(C3)C2C(=O)N1Cc1ccc(CN2C(=O)C3C4C=CC(C4)C3C2=O)cc1 (stereo not given) | i | 15
